# Screening data as filed in PubChem.
# D1 potentiator = potentiators of human D1 dopamine receptor | P21728 | HEK293 TREx D1 cells, calcium flux, dopamine EC20 potentiation | potentiation, % at 10 µM | 0.036% of 360,000 active | AID 504651; in the data active means potentiation above about 30%; further: 0% is about no effect
# Target sequence (P21728 whole entry, looked up): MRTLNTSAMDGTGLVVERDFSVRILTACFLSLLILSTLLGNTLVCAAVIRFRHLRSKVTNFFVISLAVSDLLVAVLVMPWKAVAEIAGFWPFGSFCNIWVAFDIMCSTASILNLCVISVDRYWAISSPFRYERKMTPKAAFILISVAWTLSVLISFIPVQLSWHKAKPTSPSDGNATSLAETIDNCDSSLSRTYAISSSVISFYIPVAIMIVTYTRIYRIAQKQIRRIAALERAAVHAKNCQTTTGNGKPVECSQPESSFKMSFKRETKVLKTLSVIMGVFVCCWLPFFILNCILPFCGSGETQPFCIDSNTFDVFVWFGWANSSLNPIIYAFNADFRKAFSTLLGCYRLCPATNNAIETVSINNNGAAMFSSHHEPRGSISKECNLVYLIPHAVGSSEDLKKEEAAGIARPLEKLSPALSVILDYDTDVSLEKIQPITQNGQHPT
# D1 ag = human D1 receptor agonism. P21728. HEK293 T-REx D1 cells, calcium flux, agonist mode. activation, % at 2 µM. 1% of 360,000 active. AID 504660; in the data active means activation above about 30%; further: 0% is about no effect
#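 Inducible HEK293 T-REx D1 cells, force-coupled to calcium signalling, were plated at 4000 cells/well with tetracycline and held overnight at 30 C. After no-wash calcium dye loading, compound-evoked calcium rise over 180 s flagged agonists.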
# TRHR ag = TRH receptor (human) agonism. 0.18% of 360,000 active. TRHR cells, calcium flux fluo-8, FDSS agonist mode. activation, % at 2 µM. AID 493084. P34981; in the data active means activation above about 30%; further: 0% is about no effect
# Target sequence (P34981 whole entry, looked up): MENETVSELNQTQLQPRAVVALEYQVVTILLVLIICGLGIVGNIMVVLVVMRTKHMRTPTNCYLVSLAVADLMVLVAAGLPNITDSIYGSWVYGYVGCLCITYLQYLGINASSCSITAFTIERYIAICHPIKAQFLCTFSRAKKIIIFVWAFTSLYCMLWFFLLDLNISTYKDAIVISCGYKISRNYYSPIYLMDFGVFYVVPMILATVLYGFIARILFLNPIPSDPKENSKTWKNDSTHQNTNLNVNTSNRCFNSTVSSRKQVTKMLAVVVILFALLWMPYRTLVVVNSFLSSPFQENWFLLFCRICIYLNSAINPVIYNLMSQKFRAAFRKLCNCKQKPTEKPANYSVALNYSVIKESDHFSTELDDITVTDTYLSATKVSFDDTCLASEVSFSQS
#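 Read-out: compound-evoked intracellular calcium rise in TRHR cells, fluo-8 dye, kinetic FDSS fluorescence at 1 s/cycle following a 10-cycle baseline. Cells cultured overnight before dye loading (30 min–1.5 h, RT).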
# Anesthetic bind = candidate novel general anesthetic via apoferritin binding. Potency, µM (highest dose often 77.5 µM), for inactives: at the highest dose activity change, negative = displacement, usual class: inhibitors. AID 485281. 0.074% of 350,000 active. apoferritin/1-aminoanthracene competitive binding, fluorescence; further: potency means the concentration at half of the fitted maximal effect; on the % scale 0 is the no-effect control and ±100 the full control effect; nearly all actives have a fitted effect of over 20% in size
# Target sequence (P02791 2-175 limits assumed): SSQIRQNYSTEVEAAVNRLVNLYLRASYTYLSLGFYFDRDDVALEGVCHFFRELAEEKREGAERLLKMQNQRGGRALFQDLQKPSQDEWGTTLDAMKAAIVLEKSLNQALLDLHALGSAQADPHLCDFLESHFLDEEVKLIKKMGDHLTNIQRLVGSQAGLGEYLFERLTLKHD
#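 In PBS, apoferritin at 10 uM is loaded with 1-AMA from a 50% saturated solution. After 10 min of compound exposure at ambient temperature, reduced 535 nm fluorescence indicates probe displacement.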
# TRHR enhancer = TRH receptor (human) allosteric enhancement; P34981; enhancement, % at 2 µM; AID 493056; TRHR cells, fluo-8 calcium fluorescence, EC20 TRH enhancement; 0.66% of 360,000 active; in the data active means enhancement above about 30%; further: 0% is about no effect
#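 TRHR-expressing cells loaded with fluo-8 calcium dye were read kinetically (ex 480/em 530) during compound addition, then stimulated with an EC20 of TRH (10 nM final). Enhancement of the Gq-mediated intracellular calcium response was scored.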
# D1 antagonist = blocks dopamine activation of the human D1 receptor; P21728; activity change, negative = inhibition, % at 10 µM; 3.2% of 360,000 active; HEK293 TREx D1 cells, calcium flux, dopamine EC80; hits give low values; in the data active means activity change below about -30%; further: on the % scale 0 is the no-effect control and ±100 the full control effect
#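 Antagonism measured as reduced calcium response to an EC80 dopamine addition following 180 s compound pre-read; cells were inducible HEK293 Trex D1 plated overnight at 30 C, read kinetically at 1 cycle/sec.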
# D2 PAM = positively modulates the human D2 dopamine receptor allosterically | P14416 | potentiation, % at 10 µM | HEK293 T-REx D2, calcium flux, EC20 dopamine potentiation | 0.34% of 340,000 active | AID 485347;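 active means potentiation over 3 SD above the plate norm, cut at about 30% in these data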; further: 0% is about no effect
#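 Cells plated with tetracycline inducer and held overnight at 30 C; calcium dye loaded 30–90 min at room temperature; baseline taken, compound added and read 180 s; EC20 dopamine then added and read 180 s.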
# RXFP1 antag = RXFP1 (human) relaxin receptor antagonism; 0.59% of 350,000 active; HEK293-RXFP1, relaxin-stimulated cAMP HTRF, 30 min; hits give low values; activity change, negative = inhibition, % at 57.5 µM; AID 1259400;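 active means activity change of -60% or lower, but not beyond a set lower limit; inconclusive means change between -60% and -40%, or beyond the set limit; inactive means change above -40%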; further: on the % scale 0 is the no-effect control and ±100 the full control effect
# RXFP1 ag = activates the human relaxin receptor RXFP1; HEK293T-RXFP1 cAMP TR-FRET, 30 min; response scale: percent of porcine relaxin response, buffer zero; Potency, µM (series often up to 57.5 µM), without a hit: at the top dose activation, usual class: activators; 0.3% of 370,000 active; further: potency means the concentration at half of the fitted maximal effect; on the % scale 0 is the no-effect control and ±100 the full control effect; nearly all actives have a fitted effect of over 60% in size; many of its hits are not listed in these tables
#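 HEK293 cells stably expressing RXFP1, treated 30 min at 37C with compounds plus PDE4 inhibitor Ro 20174; cAMP measured by HTRF TR-FRET. Normalized to buffer and 29 nM porcine relaxin; EC50 by Hill fit.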
# An asterisk follows results filed as active; ? = inconclusive; / = no result given; [ ] = remark or other dose. Unless noted, the call rests on the fitted dose curve; in most records, active means well fitted curve in the direction sought with a large enough effect; inconclusive means small, poorly fitted or top-dose-only effect, or another doubt; inactive means no such curve, though single readings can be large; an effect the other way counts as inactive or inconclusive. An excerpt (hit frequency here may not be typical).
SMILES,D1 potentiator,D1 ag,TRHR ag,Anesthetic bind,TRHR enhancer,D1 antagonist,D2 PAM,RXFP1 antag,RXFP1 ag
O=C(NCCc1ccccc1Cl)c1ccc2c(=O)n(-c3ccccc3)c(=O)[nH]c2c1,-1,2,0.9,-3%,0,5,/,-21,-2.9%
O=C(CCc1ccccc1)NNC(=O)Nc1cccc(Cl)c1,1,3,-0.4,-16%,-8,-28,10,0,0.9%
O=C1CSC(=Nc2ccccc2[N+](=O)[O-])N1,0,2,0.3,-15%,-1,-8,2,-1,3.0%
CCn1c(C)nc2cc(C(=O)N/N=C(\C)c3ccc(OC)cc3O)ccc21,0,2,0.1,-5%,2,11,3,-12,5.3%
CCOC(=O)c1ccccc1NC(=O)/C(C)=C/C(=O)O,-8,0,1.1,-7%,-2,28,6,-2,2.3%
O=C(Cn1cc2c(n1)CCCC2)NC1CCCCCC1,5,-2,0.4,2%,1,14,-8,-9,2.0%
CCCCc1ccc(-n2nc3cc(C)c(NC(=O)Cc4ccccc4)cc3n2)cc1,-3,0,-5.0,-4%,1,15,19,3,-0.1%
CCc1ccc(Sc2cc(C(=O)NCc3ccccc3OC)c3ccccc3n2)cc1,-2,5,0.8,-7%,1,-6,2,/,8.9%
COc1ccc(OCCNc2cc(N3CCOCC3)ccc2[N+](=O)[O-])cc1,-10,1,-1.3,?,-4,17,-2,1,8.7%
O=C(O)COc1ccccc1-c1ccccc1,1,3,-0.6,-3%,-3,-22,4,1,-1.1%
COc1ccccc1C1C2C(=O)N(c3ccccc3)C(=O)C2ON1c1ccccc1 (centres undefined),-5,6,0.1,0%,10,8,5,-10,0.8%
CCCCC(=O)Nc1ncc(S(=O)(=O)c2ccc([N+](=O)[O-])cc2)s1,-2,29,4.1,-12%,-2,-8,4,8,-0.2%
Cc1ccc(S(=O)(=O)CCC(=O)Nc2nc(-c3ccccn3)cs2)cc1,2,1,0.7,/,4,-7,-2,4,0.3%
CCn1nc(C(=O)Nc2ccc(N3CCOCC3)cc2)c2ccccc2c1=O,-5,0,0.0,/,5,6,5,-12,0.1%
Nc1nonc1C(=O)N/N=C/c1ccncc1,-3,-2,0.0,-8%,0,15,-1,-16,-1.0%
c1csc(C(c2nnnn2C2CCCCC2)N2CCN(c3nc4ccccc4s3)CC2)c1 (centres undefined),5,0,0.7,-9%,5,11,-1,-11,0.5%
O=C(Cn1ccc2cc(S(=O)(=O)N3CCCCC3)ccc21)NCc1ccccc1Cl,1,4,0.0,-7%,-5,3,-7,10,0.3%
CC1CCc2sc(C(=O)NNC(=S)NC3CC3)cc2C1 (centres undefined),5,0,0.1,-6%,11,-11,-3,-13,-3.0%
CC(C)c1ccc(C2(C)NC(=O)N(CC(=O)NC3(C#N)CCCC3)C2=O)cc1 (centres undefined),-3,3,0.3,/,3,-4,15,-5,1.5%
CCCCSc1nc(C)c(CC(=O)OC)c(=O)[nH]1,-3,2,-0.2,-17%,5,-20,1,10,-0.1%
COc1ccccc1CNc1ccc(N2CCOCC2)c(C(=O)O)c1,-2,4,-0.1,-6%,5,-5,-5,-8,0.2%
O=C(Nc1ccc2c(c1)OCO2)C1CC(c2ccc(Cl)cc2)=NO1 (centres undefined),-4,2,-0.1,-13%,-8,-18,-9,-12,1.6%
CC(NC(=O)Cc1ccc(S(=O)(=O)N2CCOCC2)s1)c1ccc(Cl)c(Cl)c1 (centres undefined),-6,2,-1.5,/,-14,2,-4,-15,-0.1%
COc1cccc(OCC(O)CNC2CCCC2)c1 (centres undefined),3,3,0.5,0%,-1,1,2,21,0.6%
COc1ccccc1OCC(=O)NCC(c1ccc(Cl)cc1)N1CCCCC1 (centres undefined),0,-2,-0.4,-10%,-2,6,-30,7,0.9%
CCOc1ccc(N(CC(=O)NCc2ccc(OC)cc2)C(=O)CCC(=O)Nc2nccs2)cc1,/,4,-1.2,-4%,-2,1,-14,4,4.5%
CCc1nc(SCC(=O)NCCc2ccccc2)c2oc3ccccc3c2n1,1,-1,-0.1,-8%,11,-5,2,-8,?
OCCSc1nncn1/N=C/c1c[nH]c2ccccc12,-6,1,-0.1,-10%,1,-10,-1,-6,0.8%
Cc1n[nH]c(=O)nc1NCc1ccco1,-1,2,-0.4,-10%,8,1,-3,4,0.5%
Oc1ccc(-c2csc(Nc3ncccn3)n2)cc1O,-7,1,0.2,-6%,3,-4,6,-4,-1.4%
O=C1OCC2=C1C(c1ccc3c(c1)OCO3)Sc1ccccc1N2 (centres undefined),8,1,0.7,7%,-20,-3,8,-1,0.3%
O=c1ccc2[n+]([O-])c3ccc(O)cc3oc-2c1,-1,9,4.2,4%,0,-5,2,0,-36%[inhibitor]
CC(=O)c1ccc(N2CCN(C(=O)Nc3ccc(F)cc3F)CC2)cc1,-6,4,-0.5,-6%,10,3,-7,-8,3.0%
COc1ccc(NC(=O)Cc2nnc(SCC(=O)NC3CCCC3)n2C)cc1,-10,-2,-0.5,-6%,4,-8,13,2,-4.3%
COCCn1c(SCC(=O)Nc2ccccc2OC)nc2c([nH]c3ccccc32)c1=O,-8,3,-0.9,-10%,-5,1,7,20,10%
O=C(NCCCCc1ccccc1)C1CC(c2ccc([N+](=O)[O-])cc2)=NO1 (centres undefined),-11,7,-1.2,?,-5,-11,/,/,1.1%
Cc1ccc(NC(=O)CN(C)C(=O)COC(=O)c2oc3ccccc3c2C)cc1,1,-1,0.3,/,-1,13,-12,-10,0.8%
COc1ccc(S(=O)(=O)N(CC(=O)NCc2ccc(C)cc2)c2ccc(Cl)cc2)cc1,-2,1,2.4,33%[activator],0,6,4,/,4.7%
Cc1ccc(NC(=O)C2CCCN(S(=O)(=O)c3c(C)noc3C)C2)c(C)c1 (centres undefined),-3,6,-0.6,-10%,-1,-10,16,-9,0.4%
Fc1cccc(CSc2ccc(-c3cccs3)nn2)c1,-6,13,1.2,3%,5,-11,-1,-13,17%
Nc1ccccc1C#Cc1ccccc1,7,1,-0.8,?,5,1,4,/,0.2%
N/C(=N\NC(=O)c1cccc(F)c1)c1cc2ccccc2oc1=O,-9,1,0.0,5%,-12,10,-20,1,-3.2%
Oc1ccc(Cl)cc1C1C=C(c2ccc3c(c2)OCO3)NC(c2cc(Br)ccc2F)N1 (centres undefined),-2,31*,2.3,/,-2,-9,/,/,/
CCn1cc(C(=O)N2CCN(c3cccc(C)c3)C(C)C2)c(=O)c2cc(S(=O)(=O)N3CCOCC3)ccc21 (centres undefined),-3,2,-0.2,?,-8,-12,/,/,0.9%
COc1ccc(OC)c(C(=O)COC(=O)CNC(=O)c2ccccc2)c1,-6,2,-0.4,-22%,10,19,10,-27,-0.7%
Cc1ccc(C(=O)N2CCN(c3ccc(NC(=O)c4cccnc4)cc3)CC2)cc1,-6,-1,0.8,-21%,4,-31*,17,7,0.0%
COc1ccc(OC)c(CCNC(=O)c2cc3cccc4c3n2CCS4)c1,-1,4,0.0,74%[activator],3,-12,3,-26,4.3%
COc1ccc(OC)c(NC(=O)C2C3CCC(C3=C(C)C)C2C(=O)O)c1 (centres undefined),-3,-1,-0.2,1%,16,5,10,9,-2.2%
CC(OC(=O)c1cn(-c2ccccc2)nc1-c1cccnc1)C(N)=O (centres undefined),0,3,-0.5,0%,-6,1,-16,-27,0.9%
CCOC(=O)N1CCC(NC(=O)c2ccc3c(c2)N(Cc2ccc(C)cc2)CCS3)CC1,3,-2,-0.5,-5%,-10,3,1,7,3.9%
O=c1c2oc3ccccc3c2n(Cc2ccccc2F)c(=O)n1Cc1ccco1,0,1,-0.5,-21%,8,-3,-3,-16,-2.3%
O=C(COc1cc2oc(=O)c3c(c2cc1Cl)CCCC3)NCC1CCC(C(=O)O)CC1 (centres undefined),1,0,-0.2,-7%,1,3,-2,-13,3.8%
COc1ccc(OCc2cc(C(=O)N3CCCC3)no2)c2ccccc12,7,3,-1.1,?,-1,12,7,5,0.3%
CCOC(=O)C(NC(C)=O)(OCc1ccccc1)C(F)(F)F (centres undefined),-1,3,0.2,23%,-1,14,-20,7,-0.7%
Cc1nc(-c2ccc(S(=O)(=O)Nc3ccc(Cl)c(C(F)(F)F)c3)cc2)co1,-6,-1,-0.1,?,0,2,-6,/,4.3%
Cc1ccc(N(CC(=O)NC(C)(C)C)C(=O)CS(=O)CC(=O)Nc2ccc3c(c2)OCO3)cc1 (centres undefined),1,4,-0.5,0%,-8,6,-1,-3,0.9%
CCOC(=O)/C=C1\SCC(=O)N1CC(=O)NC(C)c1ccc(F)cc1 (centres undefined),9,9,0.8,-11%,0,-15,-4,-1,-0.4%
Cc1ccc(NC(=O)CCc2nnc3ccc(NCc4ccco4)nn23)cc1F,0,9,-0.8,-14%,-1,3,-6,-11,10%
CN1CCN(c2ncnc3scc(-c4ccccc4Cl)c23)CC1,-5,2,0.2,-3%,0,10,-16,1,0.4%
CC(=O)N1CCCc2cc(S(=O)(=O)N3CCC(C(=O)NCc4ccc(F)cc4)CC3)ccc21,-4,0,-0.3,5%,4,-3,-4,-4,-0.1%
Cc1cc(CN(C)C(=O)CC2C(=O)NCCN2Cc2c(F)cccc2Cl)n[nH]1 (centres undefined),5,4,0.0,-5%,0,0,23,19,2.6%
Cc1c(CC(=O)O)c(=O)oc2cc3oc4c(c3cc12)CCCC4,2,4,-0.5,-3%,1,-24,3,-2,5.4%
CO/N=C/C(C#N)c1ncc(C(F)(F)F)cc1Cl (centres undefined),-5,6,1.5,?,-2,-2,-5,-17,-0.8%

# Five entries from above in a different format:
# Results follow in this order: D1 potentiator | D1 ag | TRHR ag | Anesthetic bind | TRHR enhancer | D1 antagonist | D2 PAM | RXFP1 antag | RXFP1 ag
O=C(COc1cc2oc(=O)c3c(c2cc1Cl)CCCC3)NCC1CCC(C(=O)O)CC1 (centres undefined)
→ 1 | 0 | -0.2 | -7% | 1 | 3 | -2 | -13 | 3.8%
COc1ccc(OCc2cc(C(=O)N3CCCC3)no2)c2ccccc12
→ 7 | 3 | -1.1 | ? | -1 | 12 | 7 | 5 | 0.3%
CCOC(=O)C(NC(C)=O)(OCc1ccccc1)C(F)(F)F (centres undefined)
→ -1 | 3 | 0.2 | 23% | -1 | 14 | -20 | 7 | -0.7%
Cc1nc(-c2ccc(S(=O)(=O)Nc3ccc(Cl)c(C(F)(F)F)c3)cc2)co1
→ -6 | -1 | -0.1 | ? | 0 | 2 | -6 | / | 4.3%
Cc1ccc(N(CC(=O)NC(C)(C)C)C(=O)CS(=O)CC(=O)Nc2ccc3c(c2)OCO3)cc1 (centres undefined)
→ 1 | 4 | -0.5 | 0% | -8 | 6 | -1 | -3 | 0.9%
